High-throughput results as filed in PubChem.
Bfl-1 Bim block = inhibitors of Bim binding to Bfl-1, primary screen, biochemical, multiplexed, bead-based flow cytometry; Bim-Bfl-1 binding inhibition; 190,000 tested, 0.12% active; inhibition, % at 10 µM; AID 1008, 2008;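 further: 0% = wells without compound plus tracer and 100% = blocker peptide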
RGS8-Gao = RGS8-Galphao binding modulators, primary screen, biochemical, multiplexed bead flow cytometry | Guanine nucleotide-binding protein G(o) subunit alpha (Homo sapiens), P09471 | 220,000 tested, 0.34% active | AID 1423, 2008 | response (percent of control binding), % at 10 µM | actives lie on both sides; in the data active means response below about 60% or above about 140%; inactive means in between;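 further: Galphao activated as the GDP aluminium fluoride complex binding bead-coupled RGS8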
Mcl1-Bid inh = Mcl-1/Bid binding inhibitors, primary screen, biochemical, TR-FRET, 1536-well; Induced myeloid leukemia cell differentiation protein Mcl-1 (Homo sapiens), Q07820; TR-FRET Mcl-1/Bid-Dy647 peptide binding; inhibition, % at 21.7 µM; 220,000 tested, 0.97% active; AID 1021, 2008;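 active means compounds that cut the binding signal by more than half at the single screening dose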;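 further: His-tagged Mcl-1 with europium anti-His antibody binding Bid BH3 peptide; 0% = Mcl-1 plus peptide wells and 100% = peptide-only wells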
Target sequence (Q07820 whole entry, looked up): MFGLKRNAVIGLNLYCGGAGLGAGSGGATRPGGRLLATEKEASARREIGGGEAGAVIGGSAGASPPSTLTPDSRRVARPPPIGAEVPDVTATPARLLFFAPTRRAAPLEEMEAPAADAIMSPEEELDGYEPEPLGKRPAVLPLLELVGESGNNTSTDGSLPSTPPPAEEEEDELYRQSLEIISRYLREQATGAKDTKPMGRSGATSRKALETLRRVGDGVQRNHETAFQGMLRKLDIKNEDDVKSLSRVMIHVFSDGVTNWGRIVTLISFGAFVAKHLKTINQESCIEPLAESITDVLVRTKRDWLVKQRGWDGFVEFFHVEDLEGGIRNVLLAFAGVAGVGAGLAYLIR
Bim-Bcl-2 = inhibitors of Bim-Bcl-2 binding, primary screen, biochemical, multiplexed, human Bcl-2 family; Apoptosis regulator Bcl-2 (Homo sapiens), P10415; Bead-based flow cytometry, Bim peptide-Bcl-2 binding; inhibition, % at 10 µM; 190,000 tested, 0.06% active; AID 950, 2007; in the data active means inhibition above about 40%; inconclusive means no clear call, values can overlap the other calls;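 further: 0% = no compound wells with probe peptide and 100% = reference peptide inhibitor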
Target sequence (P10415 whole entry, looked up): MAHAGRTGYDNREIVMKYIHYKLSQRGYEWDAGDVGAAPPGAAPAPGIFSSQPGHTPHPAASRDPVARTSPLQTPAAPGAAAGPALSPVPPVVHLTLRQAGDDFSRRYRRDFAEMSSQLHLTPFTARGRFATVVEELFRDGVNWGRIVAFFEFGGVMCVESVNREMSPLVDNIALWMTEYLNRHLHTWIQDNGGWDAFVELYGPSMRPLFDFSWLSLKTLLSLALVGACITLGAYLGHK
Bcl-B Bim block = inhibitors of Bim-Bcl-B binding, primary screen, biochemical, multiplexed, human Bcl-2 family; Bcl-2-like protein 10 (Homo sapiens), Q9HD36; bead-based flow cytometry, Bim peptide-Bcl-B binding; inhibition, % at 10 µM; 190,000 tested, 0.073% active;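 further: 0% = tracer peptide without compound and 100% = reference inhibitor peptide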
Bim-Bcl-XL = inhibitors of Bim-Bcl-XL binding, primary screen, biochemical, multiplexed, bead flow cytometry, human Bcl-XL. inhibition, % at 10 µM. 190,000 tested, 0.04% active. AID 1007, 2008. Bcl-2-like protein 1 (Homo sapiens), Q07817. Bim peptide-Bcl-XL binding, fluorescence
Target sequence (Q07817 whole entry, looked up): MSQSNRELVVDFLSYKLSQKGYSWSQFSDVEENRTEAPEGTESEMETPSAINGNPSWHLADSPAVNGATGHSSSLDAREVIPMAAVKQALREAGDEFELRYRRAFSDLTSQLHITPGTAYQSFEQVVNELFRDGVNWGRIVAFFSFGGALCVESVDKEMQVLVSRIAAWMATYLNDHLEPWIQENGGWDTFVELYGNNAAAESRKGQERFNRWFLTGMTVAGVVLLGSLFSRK
GSH fluor = compound fluorescence on glutathione beads, profiling panel, artefact control, biophysical, 488/530 nm, flow cytometry; GSH beads flow cytometry, compound fluorescence 488/530 nm; active compounds read high; fluorescence (KMESF) at 10 µM; 190,000 tested, 0.25% active; in the data active means fluorescence above about 89;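 further: glutathione beads carrying GST-tagged Bcl family fusion proteins plus one bare bead set; values are compound well signal with DMSO vehicle wells as background; inactives centre near 16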
RGS7-Gao = RGS7-Galphao binding modulators, primary screen, biochemical, multiplexed bead flow cytometry | actives lie on both sides | binding response (% of control), % at 10 µM | 220,000 tested, 0.35% active; in the data active means binding response below about 49% or above about 150%; inconclusive means no clear call, values can overlap the other calls; inactive means in between;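 further: fluorescent Galphao held in activated GDP-AlF4 state binding bead-coupled RGS7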
Bcl-W Bim block = inhibitors of Bim binding to Bcl-W, primary screen, biochemical, multiplexed, bead-based flow cytometry; Bcl-2-like protein 2 (Homo sapiens), Q92843; Bim peptide-Bcl-W binding; inhibition, % at 10 µM; 190,000 tested, 0.02% active;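 further: 0% = bound tracer without compound and 100% = peptide blocker; higher means less fluorescent Bim peptide bound to Bcl-W beads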
Target sequence (Q92843 whole entry, looked up): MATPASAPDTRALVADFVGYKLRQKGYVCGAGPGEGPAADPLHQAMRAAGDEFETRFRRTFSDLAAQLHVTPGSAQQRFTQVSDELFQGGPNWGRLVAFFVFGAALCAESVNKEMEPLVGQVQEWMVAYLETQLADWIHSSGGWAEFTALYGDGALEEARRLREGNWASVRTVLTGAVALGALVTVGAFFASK
RGS4-Gao reg = modulators of RGS4 binding to Galphao, primary screen, biochemical, multiplexed bead flow cytometry | actives lie on both sides | 220,000 tested, 0.33% active | binding response (% of control), % at 10 µM | AID 1415, 2008; in the data active means binding response below about 49% or above about 150%; inactive means in between;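 further: fluorescent Galphao activated with aluminum fluoride binding bead-coupled RGS4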
Bim-Mcl-1 = inhibitors of Bim peptide binding to Mcl-1, primary screen, biochemical, bead-based flow cytometry, multiplex; 190,000 tested, 0.1% active; Induced myeloid leukemia cell differentiation protein Mcl-1 (Homo sapiens), Q07820; AID 1009, 2008; inhibition, % at 10 µM; Bim peptide-Mcl-1 binding;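 further: 0% = no compound tracer wells and 100% = peptide blocker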
Starred values were filed as active, the others as inactive; ? = inconclusive; [ ] = dose if it differs, or a comment. Unless noted, no stated cut-off is given here; in the data, active means inhibition above about 40%.

SMILES	Bfl-1 Bim block	RGS8-Gao	Mcl1-Bid inh	Bim-Bcl-2	Bcl-B Bim block	Bim-Bcl-XL	GSH fluor	RGS7-Gao	Bcl-W Bim block	RGS4-Gao reg	Bim-Mcl-1
Cc1noc(C)c1C(=O)N1CCc2ccccc21	0	103	6	0	-2	0	13	102	-1	104	-2
COc1ccc(NC(=O)Nc2cccnc2)c(OC)c1	-3	104	-33	0	-3	0	11	100	0	102	1
CCCCC(=O)Nc1cccc(NC(=O)C(C)C)c1	-9	93	-24	-1	-3	-1	27	93	3	93	3
O=S(=O)(c1cccc2cccnc12)N1CCN(Cc2ccc3c(c2)OCO3)CC1	-3	104	-25	-2	-1	-3	12	98	2	100	-4
CC(C)C(=O)NNS(=O)(=O)c1ccccc1[N+](=O)[O-]	35	87	-5	23	16	33	4	97	12	95	24
COC(=O)CNC(c1ccccc1Cl)c1cc(Br)ccc1NS(=O)(=O)c1ccc(C)cc1 (stereo not drawn)	1	106	-27	0	-2	-5	9	103	-3	104	-4
CCn1c(=NC(=O)CN2C(=O)CCC2=O)sc2c(OC)ccc(OC)c21	-11	102	-19	-5	-3	-4	14	104	-1	102	1
Cc1ccc(NC(=O)NN(C)c2c(Cl)c(Cl)nn2C)cc1	-10	106	-2	-2	-7	0	11	102	-1	103	0
COc1cc(-c2nnc(SCC(=O)Nc3ccc4c(c3)OCCO4)o2)cc(OC)c1OC	0	102	-18	-2	0	-2	16	97	-1	99	-1
CC(C)CCN1CCN(Cc2ccc(C#CC(C)(C)O)s2)CC1CCO (stereo not drawn)	-4	99	-1	-6	-4	-4	53	92	-2	94	-5
CCCn1c(SCC(=O)Nc2cc(S(=O)(=O)N3CCOCC3)ccc2OC)n[nH]c1=O	10	75	-9	0	-24	-5	3	77	0	85	-8
COCCOC(=O)C1=C(C)NC2=C(C(=O)CCC2)C1c1ccc2c(c1)OCO2 (stereo not drawn)	-1	102	-39	1	0	-1	13	104	0	106	0
COc1ccccc1N=NC1=C(O)CC(C)(C)CC1=O	-2	101	-6	-4	-5	-5	26	97	-2	100	-6
O=C(NCC1CCN(C(=O)c2ccc([N+](=O)[O-])cc2)CC1)C(=O)Nc1ccccc1	-3	105	1	-2	-1	0	14	102	1	101	1
COc1ccc(CCNC(=O)CNC(=O)Cn2cnc3sc(C)c(C)c3c2=O)cc1OC	-2	101	3	-1	0	-1	12	92	-1	90	-3
O=S(=O)(Nc1ccc2c(c1)OCO2)c1cccs1	-1	99	-96	-5	-7	-8	60	97	2	98	1
COc1ccc(-c2n[nH]c3c2C(c2ccc(OC)c(OC)c2)N(c2ccccc2)C3=O)cc1 (stereo not drawn)	0	103	3	-3	-1	-5	16	99	-4	102	1
CCN(c1ccccc1)S(=O)(=O)c1ccc(C(=O)Nc2nnc(-c3ccco3)o2)cc1	-2	99	-52	-1	-3	-4	20	97	-4	98	1
C=C(C)C1CC=C(C)/C(=N/NC(=O)c2ccc(NC(=O)CCC)cc2)C1 (stereo not drawn)	-9	101	2	-4	-4	5	25	98	0	94	0
O=C(CSc1nc2[nH]ncc2c(=O)[nH]1)NCCc1ccccc1	-3	103	-10	0	-5	-3	19	105	1	103	-1
Oc1ccccc1-c1cc(-c2ccccc2Cl)[nH]n1	0	103	12	-7	-2	-6	26	104	-2	103	-4
CC(=O)c1cc(-c2ccccc2)n(CCC(=O)NC2CCCCC2)c1C	0	75	-37	2	-1	-5	4	83	0	86	0
Cc1ccc(CN(N=Nc2nonc2N)c2nonc2N)c(C)c1	-2	101	3	-1	-5	-5	19	103	-5	100	-3
CCOc1ccc(CCNS(=O)(=O)c2cnc[nH]2)cc1OCC	-9	95	-31	-7	-5	-16	33	103	-3	96	-2
NC(=O)CSc1oc(-c2cccs2)nc1S(=O)(=O)c1ccccc1	-6	97	32	-5	-10	-3	27	114	1	121	0

(next part)
SMILES	Bfl-1 Bim block	RGS8-Gao	Mcl1-Bid inh	Bim-Bcl-2	Bcl-B Bim block	Bim-Bcl-XL	GSH fluor	RGS7-Gao	Bcl-W Bim block	RGS4-Gao reg	Bim-Mcl-1
Oc1ccccc1-c1nc(N2CCN(Cc3ccccc3)CC2)c2ccccc2n1	7	105	-7	3	0	-9	6	104	-5	106	-6
C/C(=N\Nc1ccc([N+](=O)[O-])cc1)c1ccc(N)cc1	11	100	-68	11	8	14	17	106	7	104	12
O=C(NC1=C(NC2CCS(=O)(=O)C2)C(=O)c2ccccc2C1=O)c1ccccc1 (stereo not drawn)	56*	91	-50	11	7	5	7	99	22	92	9
O=C(Cn1nnc(-c2ccccc2F)n1)Nc1ccc(C(=O)N2CCOCC2)cc1	-13	102	-4	-11	-9	1	29	100	-1	99	-2
Cc1[nH]n(-c2nc(-c3ccccc3)cc(=O)[nH]2)c(=O)c1CCO	-4	104	-55	0	0	0	20	100	1	101	2
COc1cc(C)c(Br)cc1S(=O)(=O)NCCN1CCOCC1	-5	104	-24	0	0	0	11	101	0	103	2
CCOc1ccc(-c2noc(CCC(=O)NC)n2)cc1OCC	-12	100	-27	-4	-9	0	52	98	2	100	1
CCCCC1(Cc2ccc(OC)c([N+](=O)[O-])c2)C(=O)N(c2ccccc2)N(c2ccccc2)C1=O	0	100	-13	-1	-11	-3	19	100	0	98	1
Cc1noc(C)c1S(=O)(=O)N(CC(=O)O)c1ccc2c(c1)OCO2	-18	98	-21	-13	-8	-6	22	97	-2	102	-3
CCOC(=O)N1CCN(C(=S)Nc2ccc(C)cc2)CC1	-2	100	-14	-2	-9	-7	6	94	-4	97	-6
c1ccc(Nc2c3c(nc4ccccc24)CCC3)cc1	3	102	-3	2	2	-2	19	102	0	99	-4
Cn1c(=O)c2c(nc(SCC(=O)NC34CC5CC(CC(C5)C3)C4)n2C)n(C)c1=O	0	99	-18	-1	0	1	16	96	0	99	-5
C=C1C(=O)O[C@H]2C1CC[C@@](C)(O)C13C=CC(C)(C21)C1(C3)C(=O)O[C@@H]2C3C(C)=CCC3[C@](C)(O)C[C@H](OC(C)=O)C21 (stereo partly drawn)	-2	96	-30	-9	-6	-7	11	97	-8	98	-8
COc1cc(C(=O)N2CCC(n3c(C)nc4cc(F)ccc43)CC2)cc(OC)c1OC	0	100	-7	4	-3	-1	16	103	0	104	0
Cc1c(O)c2c3c(cccc3c1O)C(=O)N(c1ccccc1)C2=O	-1	143*[activator]	-6	-1	-8	-6	13	161*[activator]	0	164*[activator]	-3
Cc1cc(Cl)ccc1NC(=S)N1CCN(Cc2ccccc2)CC1	-3	110	23	-5	7	-8	19	100	-4	103	0
Cc1ccc(C(C(=O)NCCc2ccccc2)N(C(=O)c2csnn2)C2CC2)o1 (stereo not drawn)	-2	99	-76	-3	-4	-5	6	100	-5	103	-2
COc1cc(/C=C2\SC(N3CCc4ccccc4C3)=NC2=O)cc(OC)c1OC	-6	106	3	-5	-14	-18	12	105	-11	106	-10
CCOCCCNC(=O)/C(C#N)=C/c1ccc(C)o1	-8	100	-14	-3	-7	-3	17	?	-4	100	-1
O=C(Cn1nnc2ccccc21)N1CCCCC1	-7	108	-1	-3	-10	-4	13	106	0	105	2
CCCSc1nsc(SCCC)c1C(N)=O	0	99	-25	1	1	0	9	99	0	96	0
O=C(Nc1cccc(Cl)c1)c1ccc(F)c(S(=O)(=O)NCc2cccs2)c1	7	97	10	0	2	0	13	99	0	102	0
O=C(CCCCn1c(=O)c2ccccc2n(CC(=O)NC2CCCC2)c1=O)NCc1ccco1	-5	109	-12	-2	-7	-2	38	116	-6	117	-4
COc1ccccc1NS(=O)(=O)c1cccc(C(=O)N/N=C(\C)c2ccc(-n3ccnc3)cc2)c1	-6	99	-55	-2	-3	-4	68	98	-2	102	0
COc1ccc(CNC(=O)COC(=O)[C@H](Cc2c[nH]c3ccccc23)NC(=O)c2cccs2)cc1	-9	98	-35	-5	-9	-5	14	97	-1	98	-2

Going on with the list.
SMILES	Bfl-1 Bim block	RGS8-Gao	Mcl1-Bid inh	Bim-Bcl-2	Bcl-B Bim block	Bim-Bcl-XL	GSH fluor	RGS7-Gao	Bcl-W Bim block	RGS4-Gao reg	Bim-Mcl-1
C=CCN1C(=O)C(CC(=O)O)SC1=Nc1ccc(C)cc1 (stereo not drawn)	-5	107	-12	-3	-11	-4	17	116	-1	111	-3
COc1cccc(C(O)c2cnc(C(C)C)n2C)c1OC (stereo not drawn)	-7	104	-29	-2	-4	-5	11	89	-3	99	-4
CSc1nc(-c2ccc(Cl)cc2)nn1C(=O)c1ccco1	-3	101	-3	-4	-1	-1	17	106	-2	103	-3
N#Cc1ccc(C(=O)Nc2ccn(-c3ccccc3)n2)cc1	0	101	-15	3	-3	0	8	101	-2	101	-1
O=C(NCCN1CCOCC1)c1cc(-c2ccc(F)cc2)on1	-8	118	-22	-1	-7	-6	4	103	-3	103	-10
CCN(CC)S(=O)(=O)c1ccc(NCc2ccccc2)nc1	0	102	0	-4	0	0	19	104	-3	105	0
COCC(C)n1c(-c2ccc3c(c2)NC(=O)CO3)csc1=Nc1ccc(OC(F)F)cc1 (stereo not drawn)	2	102	-49	2	0	0	14	97	1	99	0
CCCCNC(=O)OCCNC(=O)NC	-14	104	1	-5	-2	-5	34	98	0	98	-1
CCCn1nnnc1-c1cc(Cl)cc(Cl)c1	0	99	-1	0	1	0	17	99	-1	97	1
O=C(COC(=O)c1ccc(Cl)nc1)c1ccc2c(c1)OCCO2	-5	99	-18	-5	-3	-1	16	?	0	96	0
N#C/C(=C(\O)Cc1ccccc1)c1nc2ccccc2[nH]1	-1	90	11	-2	-2	-5	11	81	0	73	0
CSCCC(NS(=O)(=O)c1ccc(Cl)cc1)C(=O)OCC(=O)c1c(C)[nH]c2ccccc12 (stereo not drawn)	-3	100	-26	0	2	5	6	102	3	103	2
Cn1c(C(=O)N2CCc3ccccc3C2)cc2oc3ccccc3c21	-18	103	-21	-8	-10	-6	19	102	-3	101	-2
CN(CC(=O)NCCc1ccccn1)S(=O)(=O)c1ccc(Cl)cc1	-2	107	3	-4	0	-1	11	108	0	111	0
Cc1ccc(N=C2CCCCCN2C)c(C#N)c1	-1	102	26	-4	-6	-7	29	105	-5	110	-3
CCCCCC(O)CCC(=O)NNC1=CC(=O)CC(C)(C)C1 (stereo not drawn)	0	100	-8	0	0	0	27	?	3	95	1
Cc1ccc(NC(=O)COC(=O)C2CSC3(C)CCC(=O)N23)cc1S(=O)(=O)N1CCOCC1 (stereo not drawn)	-3	104	-12	-1	1	0	12	96	0	102	-2
C/C(=N\NC(=O)CNc1cccc(C(F)(F)F)c1)c1cccc(Br)c1	-9	96	5	-8	-5	-5	11	97	-4	98	-2
